Assay outcomes deposited in PubChem BioAssay by National Center for Advancing Translational Sciences (NCATS).
Tau fluor counter = counter-screen for tau fibril formation inhibitors | Potency, µM (highest dose often 57.7 µM), for the others: at the top dose activity change, negative = decrease | AID 1463 | tau K18 P301L Alexa594 fluorescence, heparin fibrillization | 280,000 tested, 0.93% active; further: on the % scale 0 is the no-effect control and ±100 the full control effect; nearly all actives have a fitted effect of over 55% in size
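Human K18 P301L tau (15 uM unlabeled plus 0.24 uM Alexa 594-labeled, final) in 100 mM sodium acetate pH 7 was mixed with compound and 20 uM heparin and incubated 6 hr at 37 C.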
Tau FP inhib = tau fibrillization inhibition (FP) | P10636 | K18 P301L tau heparin fibrillization, Alexa594 FP, 6 h | Potency, µM (highest dose often 57.7 µM), for the others: at the top dose activity, negative = inhibition, actives largely listed as inhibitors | 280,000 tested, 0.39% active | AID 1468; further: on the % scale 0 is the no-effect control and ±100 the full control effect; nearly all actives have a fitted effect of over 55% in size
Target sequence (P10636 561-689 P618L limits assumed): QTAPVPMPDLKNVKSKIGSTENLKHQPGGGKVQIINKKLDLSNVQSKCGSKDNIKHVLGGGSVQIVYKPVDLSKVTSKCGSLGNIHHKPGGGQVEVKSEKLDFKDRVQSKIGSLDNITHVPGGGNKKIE
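FP of Alexa 594-tau after heparin (20 uM) induction. Substrate: human K18 P301L, 15 uM unlabeled, 0.24 uM labeled. Buffer 100 mM sodium acetate pH 7. 6 hr, 37 C.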
ALDH1A1 block = blocks purified human ALDH1A1 activity | P00352 | Purified ALDH1A1, NADH fluorescence, propionaldehyde substrate | Potency, µM (doses to about 75.3 µM), without a hit: at the top dose activity, negative = inhibition, usual class: inhibitors | 220,000 tested, 7.3% active | AID 1030; active means well fitted inhibition curve with a large enough effect, not every such curve was filed as active; inconclusive means small, poorly fitted or top-dose-only effect, or another doubt; inactive means no such curve, though single readings can be large or run the other way;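 further: plate controls were no enzyme wells and a reference inhibitor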
Target sequence (P00352 whole entry, looked up): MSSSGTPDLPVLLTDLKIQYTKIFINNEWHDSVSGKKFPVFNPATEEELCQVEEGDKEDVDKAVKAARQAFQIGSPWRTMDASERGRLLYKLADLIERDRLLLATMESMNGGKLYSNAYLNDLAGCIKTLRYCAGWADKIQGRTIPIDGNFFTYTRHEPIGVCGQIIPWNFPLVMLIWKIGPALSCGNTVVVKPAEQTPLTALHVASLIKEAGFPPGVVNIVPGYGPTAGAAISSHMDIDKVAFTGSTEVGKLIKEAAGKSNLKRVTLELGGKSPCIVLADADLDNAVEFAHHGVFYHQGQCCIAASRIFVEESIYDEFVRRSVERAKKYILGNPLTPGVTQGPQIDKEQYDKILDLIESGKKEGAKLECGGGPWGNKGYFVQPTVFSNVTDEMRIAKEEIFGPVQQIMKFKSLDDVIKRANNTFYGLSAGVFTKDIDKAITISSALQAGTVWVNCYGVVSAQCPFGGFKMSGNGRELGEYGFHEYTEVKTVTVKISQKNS
SMN2 splice up = increases expression of the SMN2 splice variant | Potency, µM (titrated, usually from 46.1 µM), without a hit: at the highest dose activity change, positive = activation, actives largely listed as activators | 210,000 tested, 2.8% active | HEK293 SMN2-luciferase splicing reporter, luminescence, 30-36 h; further: % of control where 0% means no effect; nearly all actives have a fitted effect of over 55% in size
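HEK293 cells carry an SMN2 minigene-luciferase reporter in which exon 7 inclusion puts luciferase in frame. Cells were seeded at 2000 cells/well, attached for 10-12 hours, then exposed to compounds for 30-36 hours at 37C before ONE-Glo luminescence.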
Tau ThT inhib = blocks human tau fibril formation measured by thioflavin T | P10636 | Potency, µM (series often up to 57.4 µM), for the others: at the highest dose activity, negative = inhibition, actives largely listed as inhibitors | 270,000 tested, 2.1% active | recombinant tau K18 P301L (four-repeat tau fragment), heparin-induced fibrillization, ThT fluorescence; further: on the % scale 0 is the no-effect control and ±100 the full control effect; nearly all actives have a fitted effect of over 55% in size
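Recombinant human tau K18 fragment […] carrying P301L, 15 uM unlabeled plus 0.24 uM Alexa 594-labeled, was fibrillized with 20 uM heparin in 100 mM sodium acetate pH 7 for 6 hr at 37 C; 30 uM ThT fluorescence read after 1 hr.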
HTT cytoprotect = protects HTT-Q103 PC12 cells, measured by ATP; PC12 HTT-Q103 induced, cytoprotection, ATP luminescence, 40 h; Potency, µM (highest dose often 56.4 µM), for inactives: cytoprotection (ATP increase), hits mostly activators; 230,000 tested, 0.14% active;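 further: % of control where 0% means no effect; nearly all actives have a fitted effect of over 45% in size; toxic huntingtin expression switched on by the ecdysone agonist tebufenozide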
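Cells were plated at 1500 per well in phenol red-free DMEM with 5% equine and 5% calf serum. Tebufenozide (100 nM final) and compounds were added, then ATPlite reagent, and luminescence was read.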
HTT aggregate = reduces HttQ103-GFP aggregates in PC12 cells. Potency, µM (titrated, usually from 46.1 µM), for the others: at the highest dose activity change, negative = inhibition, actives largely listed as inhibitors. PC12 HttQ103-GFP aggregates, Acumen cytometry, 40 h. AID 1688. 220,000 tested, 1.1% active; further: on the % scale 0 is the no-effect control and ±100 the full control effect; nearly all actives have a fitted effect of over 60% in size
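Inducible Q103 Huntingtin exon 1–GFP PC12 line, 1500 cells/well in phenol red free DMEM with 5% equine and 5% calf serum. Tebufenozide 100 nM induced expression; compounds titrated; aggregates quantified by cytometry.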
KDM4E inh = inhibitors of human JMJD2E histone demethylase. JMJD2E catalytic domain, FDH-coupled NADH fluorescence (FDH is formaldehyde dehydrogenase). Potency, µM (titrated, usually from 57.1 µM), for the others: at the top dose activity change, negative = inhibition, actives largely listed as inhibitors. 230,000 tested, 1.6% active; active means well fitted inhibition curve with a large enough effect, not every such curve was filed as active; inconclusive means small, poorly fitted or top-dose-only effect, or another doubt; inactive means no such curve, though single readings can be large or run the other way;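 further: 0% = wells with enzyme and -100% = buffer wells without enzyme; nearly all actives have a fitted effect of over 50% in size; many of its hits are not listed in these tables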
Target sequence (B2RXH2 1-337 limits assumed): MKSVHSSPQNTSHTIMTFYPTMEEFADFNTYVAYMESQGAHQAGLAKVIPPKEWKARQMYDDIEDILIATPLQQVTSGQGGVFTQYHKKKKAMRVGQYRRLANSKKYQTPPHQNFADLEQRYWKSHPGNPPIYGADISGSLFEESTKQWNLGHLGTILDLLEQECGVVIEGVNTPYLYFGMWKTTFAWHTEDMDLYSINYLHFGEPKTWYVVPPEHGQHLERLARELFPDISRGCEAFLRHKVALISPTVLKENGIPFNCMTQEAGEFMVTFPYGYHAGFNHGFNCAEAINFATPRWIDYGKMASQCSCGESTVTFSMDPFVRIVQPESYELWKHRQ
* marks the source's active call; other numbers are inactive results; ? = inconclusive; · = no result given; [ ] = another dose, or the depositor's remark. Unless noted, the call rests on the fitted dose curve; in most records, active means well fitted curve in the direction sought with a large enough effect; inconclusive means small, poorly fitted or top-dose-only effect, or another doubt; inactive means no such curve, though single readings can be large; an effect the other way counts as inactive or inconclusive. Potency means the concentration at half of the fitted maximal effect.

Under each structure: Tau fluor counter	Tau FP inhib	ALDH1A1 block	SMN2 splice up	Tau ThT inhib	HTT cytoprotect	HTT aggregate	KDM4E inh
> CCCN1C(=O)C2(C(C(=O)c3ccc(C)o3)=C(O)C(=O)N2CCCOC)c2ccccc21 (stereo not given)
 : -7%	-5%	·	·	·	8%[10 µM]	33%[9.22 µM]	-10%
> CCOc1cccc(C(=O)Nc2cc(C)c(O)c(-c3nc4ncccc4o3)c2)c1
 : ?	-12%	·	6%	?	·	·	·
> CN(Cc1nc(C(c2ccccc2)c2ccccc2)no1)CC1COCCO1 (stereo not given)
 : 12%[2.34 µM]	-6%	?	·	-1%	17%[10 µM]	18%[9.22 µM]	?
> C[C@H]1[C@H](C)CC[C@]2(C(=O)O)CC[C@]3(C)C(=CC[C@@H]4[C@@]5(C)CC[C@H](O)C(C)(C)[C@@H]5CC[C@]43C)[C@H]12
 : 26%	9%	·	·	10%	5%[10 µM]	-31%[9.22 µM]	10%
> O=C(c1csc2ccccc12)N1CCN(c2ccccn2)CC1
 : -8%	6%	?	-14%	-13%	-2%	-10%	-4%
> Cc1c(Cl)c([N+](=O)[O-])nn1CCCC(=O)Nc1cccc(Cl)c1Cl
 : -16%	-12%	-9%	-9%	-11%	0%[10 µM]	11%	5%
> COC(=O)C(O)(CC(=O)Nc1ccc(OC(F)(F)F)cc1)C(F)(F)F (stereo not given)
 : 1%	1%	2%	28%	-4%	15%	·	-3%
> COc1ccc(S(=O)(=O)N(C)c2ccc(C(=O)NCC3CCCO3)cc2)cc1 (stereo not given)
 : -3%	1%	-8%	-1%	-9%	8%	21%	2%
> CN(CC(=O)NCc1cccs1)S(=O)(=O)c1cccc2nsnc12
 : -10%	-9%	-1%	-3%	-9%	-2%	-16%	4%
> CCc1nnc(NC(=O)c2cc(-c3ccco3)nc3ccccc23)s1
 : -15%	4%	?	3%	-16%	·	-16%	?
> CCN(CC)C(=O)C1CCCN(c2ncnc3c2cnn3-c2cccc(C)c2)C1 (stereo not given)
 : -3%	-4%	?	-18%	-13%	-22%[10 µM]	-5%	-2%
> O=C(CN1CCOCCOCCOCCOCC1)Nc1ccccc1
 : 1%	3%	?	15%	-10%	17%[10 µM]	-4%	2%
> COc1ccc(NC(=O)c2n[nH]c(=O)c3ccccc23)cc1S(=O)(=O)N1CCCCC1
 : -22%	-2%	25%	-41%[inhibitor]	5%	24%[10 µM]	-2%	-4%
> O=C1N/C(=N/N=C/c2ccc(O)cc2)SC1Cc1ccccc1 (stereo not given)
 : -25%	?	2%	·	-4%	19%[10 µM]	17%[9.22 µM]	-22%
> Cc1nn(C)cc1/C=N\NC(=O)Cc1ccc([N+](=O)[O-])cc1
 : -1%	7%	5%	2%	-5%	?	14%	0%
> Nc1cc(Cl)c(N)cc1Cl
 : -3%	4%	-3%	5%	-13%	-4%	-1%	-3%
> Cc1cc2nc(SCCN3CCCC3)[nH]c2cc1C
 : -1%	-3%	?	13%	-12%	-9%	7%	-1%
> Cc1ccc(CCNC(=O)C2CCN(c3nn4c(=O)cc(C)nc4s3)CC2)cc1
 : -4%	10%	-11%	-2%	?	-11%	6%	1%
> CN(C)CCCOC1C(C(O)CO)OC2OC(C)(C)O[C@@H]21 (stereo not given in full)
 : -9%	2%	2%	3%	-4%	-49%[inhibitor]	8%	3%
> O=C1CN(C(=O)COC(=O)c2cc(S(=O)(=O)N3CCOCC3)ccc2Cl)c2ccccc2N1
 : -12%	-6%	·	·	-1%	9%[10 µM]	13%[9.22 µM]	9%
> COc1ccc2c(C=O)c[nH]c2c1
 : -27%	10%	6.3µM*	7%[1.84 µM]	?	21%[10 µM]	25%	?
> CC(OC(=O)c1ccco1)C(=O)Nc1ccc(Cl)cn1 (stereo not given)
 : 5%	6%	-1%	16%	3%	-14%	-13%	4%
> O=C(NCc1ccccc1Cl)C(=O)c1c[nH]c2ccccc12
 : ?	?	-10%	10%	-1%	-43%[inhibitor]	3%	-3%
> O=C(c1nnsc1S(=O)c1ccc(Cl)cc1)N1CCOCC1 (stereo not given)
 : -13%	?	7.1µM*	-14%	?	-153%[inhibitor]	11µM*	11%
> O=C(CSc1cccs1)Nc1ccc(Cl)cc1
 : -16%	-4%	·	·	-7%	20%[10 µM]	17%[9.22 µM]	-3%
> CN(C(=O)NC(=O)C1=C(N2CCOCC2)/C(=C/c2ccccc2)CC1)S(C)(=O)=O
 : 3%	1%	?	-2%	-12%	1%[10 µM]	-12%	?
> Cc1cc(C(=O)Nn2cnnc2)cs1
 : 4%	-4%	13%	0%	10%	-5%	-17%	3%
> c1ccc(-c2nn3c(C4CCCCC4)nnc3s2)nc1
 : 5%	2%	?	0%	-3%	-15%[0.074 µM]	17%	5%
> Cc1nn(-c2ccccc2)c2sc(C(=O)Nc3cccc(Br)c3)cc12
 : ?	7.9µM*	·	-20%	?	·	·	·
> Cc1ccccc1C(=O)NC1CCN(CC(=O)NCc2ccc(F)cc2)CC1
 : -1%	-14%	9%	3%	1%	-3%	-5%	2%
> CCCSc1ncc(Cl)c(C(=O)Nc2ccc(CC)cc2)n1
 : -24%	-12%	·	-10%	-16%	·	·	·
> COc1ccc(Cn2c(=O)[nH]c3cc(C(=O)NCCC(C)C)ccc3c2=O)cc1
 : -11%	-7%	·	4%	-5%	·	·	·
> N#Cc1c(NC(=O)C2CCCO2)sc2c1CCCCC2 (stereo not given)
 : -10%	0%	?	6.3µM*	-6%	3%[10 µM]	-2%	5%
> COc1ccccc1Nc1c2c(nc3ccc(NC(=O)/C=C/c4cccc(OC)c4OC)cc13)CCCC2
 : ?	-4%	·	-102%[inhibitor]	14µM*	·	·	·
> COc1c(Cl)cc(Cl)cc1C(=O)Nc1ccc(CN2CCCCC2)cc1
 : -5%	1%	7%	-69%[inhibitor]	3%	-10%	-13%[9.22 µM]	-7%
> CCOc1ccc2nc(SCc3ccc(CC(=O)O)cc3)c(C#N)cc2c1
 : -6%	-11%	1%	·	0%	-3%[10 µM]	-6%[9.22 µM]	5%
> COc1ccc(-c2cc(C(=O)NCCCn3ccnc3)no2)cc1
 : -10%	-3%	-6%	-12%	-6%	-37%	-9%	?
> CCOc1c2ccc(C(=O)NCc3ccc(OC(F)(F)F)cc3)cc2nn1CC
 : -11%	8%	?	1%	-12%	-36%	-11%	?
> CCCOc1ccccc1NC(=O)c1c(-c2ccccc2)noc1C
 : -13%	2%	-4%	-25%	?	-7%[10 µM]	-13%	-2%
> CC(Sc1nnc(C(C)N(C)C)n1-c1ccc(Cl)cc1)C(=O)Nc1ccc2c(c1)OCO2 (stereo not given)
 : -15%	5%	-7%	-11%	?	-22%	-2%	-12%
> COc1cccc(Nc2nc3ccccc3c(=O)[nH]2)c1
 : ?	?	6%	15%	-12%	-15%	-32%	-3%
> O=C(Nc1cc(=O)[nH]c2nc(-c3ccccc3)nn12)c1ccc(Cl)cc1
 : -11%	-4%	·	·	-6%	-15%[10 µM]	-16%[9.22 µM]	2%
> COc1cc2c(cc1NCc1ccc3c(c1)OCO3)oc1ccccc12
 : ?	14%	?	22µM*	?	-18%[10 µM]	11%	?
> O=C(NC(=S)Nc1cccc(S(=O)(=O)NC2=NCCC2)c1)c1cc(-c2ccco2)nc2ccccc12
 : -26%	2%	?	·	?	·	?	?
> COc1ccc(CSCCc2n[nH]c(=S)n2-c2ccccc2)cc1C
 : -7%	13%	0%	-9%	-9%	-10%	?	?
> O=C(Nc1ccc(Cl)cc1C(=O)NCC1CCCO1)c1ccc(Cl)cc1Cl (stereo not given)
 : -17%	-8%	3%	5%	4%	-1%[10 µM]	-5%	-29%
> CCSc1nnc(NC(=O)/C=C/c2ccco2)s1
 : -10%	-4%	?	11µM*	-13%	-87%[inhibitor]	16%	?
> CC(=O)c1c(N2CCOCC2)nc(=S)n(Cc2ccccc2)c1C
 : -6%	-5%	-2%	-1%	-10%	17%[10 µM]	3%	-7%
> O=C(Nc1ccc2nccnc2c1)c1cnccn1
 : -4%	6%	7%	0%	-12%	-8%	-11%	-13%
> C/C1=C/CC(C)(C)/C=C/C/C(C)=C/CC1
 : -2%	-2%	4%	1%	-8%	·	·	0%
> Cc1ccc(-n2nc(CO)c(C(=O)NCc3cccs3)n2)cc1C
 : -3%	-1%	·	-15%	0%	·	·	·
> O=C(O)c1cc2ccccc2c(Cc2cc3ccccc3c(C(=O)O)c2O)c1O (tested in a mixture with another compound)
 : ·	·	?	4%[20.6 µM]	·	-2%[40.3 µM]	·	-7%[25.5 µM]
> CCOC(=O)c1ccc(N=c2scc(C)n2CC)cc1
 : -23%	?	?	25µM*	?	43%[10 µM]	12%	-10%
> O=C(O)c1ccccc1-c1nc2ccccc2c(=O)n1O
 : 1%	-8%	-1%	-1%	-2%	1%	-13%	3%
> Cc1ccccc1C(=O)Nc1cccc(-c2nnc(SCC(=O)O)n2C)c1
 : -5%	-9%	-4%	5%	-4%	2%[0.074 µM]	-9%	-6%
> CC/C=C/C(=O)N1CC2(CC(c3cccc(NC(=O)COc4ccc(Cl)cc4)c3)=NO2)C[C@H]1C(N)=O (stereo not given in full)
 : -11%	9%	·	·	-15%	-16%[10 µM]	-4%[9.22 µM]	-16%
> O=C(OCc1c(F)cccc1Cl)c1cnccn1
 : 1%	11%	8%	2%	-3%	19%[10 µM]	-14%	11%
> COC(=O)COc1ccc(S(=O)(=O)N2CCc3ccccc3C2)cc1
 : -19%	-8%	6%	7%	-12%	-3%	3%	6%
> CC(=O)Nc1ccc(S(=O)(=O)NCC(CCC(=O)O)C(F)(F)F)cc1 (stereo not given)
 : -7%	-8%	0%	8%	-9%	-2%	18%	0%

A portion of the library (hit frequency here may not be typical).
